MT stabilizer: microtubule stabilizers in HeLa cells, primary screen, imaging, high-content imaging; HeLa tubulin immunostaining HCS, 24 h; share of cells brighter than vehicle mean+2SD; % tubulin-high responders, % at 10 µM; 200,000 tested, 0.83% active; AID 2205, 2009;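 active = plate Z-score above 3 for both tubulin-high and condensed-nucleus cell shares, with cell loss under 80%, at 10 µM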;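 note: anti alpha tubulin signal scored within the nucleus-defined area of each cell; some results filed as inactive read as strong as hits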
PMI inhibition: human PMI inhibitors, high substrate, primary screen, biochemical, fluorescence intensity, high mannose 6-phosphate (AID 1220) | Mannose-6-phosphate isomerase (Homo sapiens) | recombinant PMI enzyme, coupled fluorescence intensity; higher % means a stronger effect | inhibition, % at 20 µM; hits with a dose series show IC50 in µM | 190,000 tested, 0.66% active
Dynein cargo inh: inhibitors of GR-EGFP nuclear translocation, primary screen, dynein cargo transport inhibitor project, imaging, high-content, 3617.4 mouse cells. z-score, hits read low. 220,000 tested, 0.47% active. test concentration mostly 20 µM; stimulated with dexamethasone, 1 µM; stronger effect = lower value;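 active = plate z-score of nuclear minus cytoplasmic receptor signal below a set negative limit, without overly bright fluorescence or cell loss, cut at about -3.5 in these data, passing the limit was not always enough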;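 note: z-score of nuclear minus cytoplasmic ring GR-EGFP intensity difference per well; some compounds called inactive have numbers as strong as hits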
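Buffer or medium: Induction medium lacking tetracycline, stripped serum | Also added: Dexamethasone agonist, 1.0 µM final, for 30 min | Timing: 48 h induction, 1 h compound, 30 min dex at 37 °C | Detection: Formaldehyde fixation, Hoechst nuclear stain, 10x automated fluorescence imaging | Measure: Nuclear versus cytoplasmic GR-EGFP signal, averaged per well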
bCat nuc transl: modulators of beta-catenin nuclear translocation, primary screen, imaging, HeLa cells, immunofluorescence, high-content. nuclear translocation activity, % at 5 µM. 190,000 tested, 0.3% active;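 active = nuclear translocation activity above 50% at 5 µM, with a well cell count of 50 or more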;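 note: per-cell ratio of nuclear to cytoplasmic median beta-catenin stain intensity; plate controls were DMSO negative control for no effect and GSK-3 inhibitor IX positive control for full effect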
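test system = HeLa cells, endogenous beta-catenin | dosing = single 5 µM dose plus 0.02–20 µM confirmation series | times = compound treatment 24 h, 37°C, 5% CO2 | technique = beta-catenin immunofluorescence imaging with DAPI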
Yfh1-off respiration: enhancers of respiration in Yfh1-depleted yeast, dose response, Friedreich's ataxia, plus single-dose screen (AID 1465); S. cerevisiae Yfh1-off respiration, WST-1 reduction, 72 h; higher fold induction means a stronger effect; fold induction at 50 µM, or EC50 in µM where a hit was titrated; 220,000 tested, 0.074% active;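 active = fold induction of absorbance versus untreated yeast above a set limit, then at least 30% activation at any dose in follow-up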;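 note: activators that raise dye reduction in frataxin-depleted yeast; strong numbers were not always called active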
Insulin prom up: insulin promoter activators in MIN6 cells, imaging, high-content screening, mouse beta cells; MIN6 insulin promoter-GFP reporter; stronger effect = higher value; AID 1625, 2009; z-score at 5 µM; 190,000 tested, 0.3% active;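 active = z-score above 3 at 5 µM with at least 500 cells counted in the well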
WT yeast gro inh: growth inhibition of WT strain, primary screen, mitochondrial fusion inhibitor project, WT and mutant strains, chemical genetic; inhibition, % at 10 µM; AID 1362, 2008; mitochondrial fusion phenotypic screen; 190,000 tested, 2.1% active; in the data active = inhibition above about 58%; tested in S. cerevisiae
Autophagy mod: autophagy modulators in MEF cells, primary screen, imaging, high-content, MEF GFP-LC3 | calls only at 10 µM (by protocol) | AID 463193, 2010 | MEF GFP-LC3 puncta imaging; test concentration mostly 10 µM | 190,000 tested, 0.98% active;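 active = percentage of spot-positive cells more than 3 SD above its plate mean, without a fluorescence outlier flag or 80% toxicity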;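 note: spot-positive cell cutoff set from DMSO-treated cells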
human PMI inhibition: inhibitors of human PMI, primary screen, biochemical, fluorescence intensity, coupled assay (AID 1209); Mannose-6-phosphate isomerase (Homo sapiens); purified PMI enzyme, coupled fluorescence intensity; higher % means a stronger effect; inhibition, % at 20 µM, or IC50 in µM where a hit was titrated; 190,000 tested, 0.42% active;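 note: plate controls were DMSO vehicle for no effect and wells lacking substrate for full effect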
WT yeast gro inh mutant strain: further read-out of WT yeast gro inh, marked with its call; inhibition, %; mitochondrial fusion phenotypic screen, mutant strain inhibition
Dynein cargo inh cytoplasmic EGFP: recorded beside Dynein cargo inh, whose call it bears; z-score; measured here: cytoplasmic GR-EGFP intensity; stronger effect = higher value
Dynein cargo inh nuclear GR-EGFP: also measured in Dynein cargo inh; calls as there; z-score; measured here: nuclear GR-EGFP intensity;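 lower value marks the stronger effect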
Dynein cargo inh cell count: further read-out of Dynein cargo inh, marked with its call; z-score; measured here: cell count per field
Insulin prom up cell count: also measured in Insulin prom up; calls as there; cell count; measured here: cytotoxicity, nuclei count;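 total cells summed across four imaged fields per well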
bCat nuc transl cell count 5 µM: further read-out of bCat nuc transl, marked with its call; cell count; measured here: cell count, cytotoxicity flag
MT stabilizer Hoechst-high %: second read-out of MT stabilizer, no call of its own (marks repeat the call); % Hoechst-high responders; measured here: nuclear condensation Hoechst responders;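 share of cells brighter than vehicle mean plus two SD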
MT stabilizer cytotoxicity %: further read-out of MT stabilizer, marked with its call; toxicity, %; measured here: cytotoxicity by cell density;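 0% = mean cell density of plate MIN control wells and 100% = no cells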
Autophagy mod cell loss 18 h: also measured in Autophagy mod; calls as there; toxicity, %; measured here: cell loss, nuclei count;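 cell loss after 18 h compound exposure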
* hit, by the source's call; i = inactive; . = not tested or not shown. Cut-off read from the data, not from the text of the source, unless noted: active = inhibition above about 50%; inactive = the rest. This is a subset. The share of hits here may be higher or lower than overall.

[1] CCOC(=O)C(O)(c1cn(C)c2ccccc12)C(F)(F)F (stereo not drawn)
[2] COc1ccc(C=O)cc1O
[3] CCCCCCC[n+]1ccc(-c2cc[n+](CCCCCCC)cc2)cc1
[4] CCCCOCCCn1c(N)c(C(=O)OCCOC)c2nc3ccccc3nc21
[5] CC(C)NS(=O)(=O)c1ccc(OCC(=O)N2CCN(Cc3ccccc3)CC2)cc1
[6] Cc1ccc(-c2nc3ccc(Cl)cc3n2OC(=O)N(C)C)cc1
[7] CCCCCCNc1nc(OC)nc(N2CC3CC(C2)c2cccc(=O)n2C3)n1 (stereo not drawn)
[8] CCCCCn1c(=O)c(C(=O)Nc2c(C)n(C)n(-c3ccccc3)c2=O)c(O)c2ccccc21
screen / no.,1,2,3,4,5,6,7,8
MT stabilizer,5.3,4.5,3.1,4.5,2.0,1.3,3.2,1.9
MT stabilizer Hoechst-high %,1.7,2.3,3.6,4.2,1.7,1.0,1.8,1.7
MT stabilizer cytotoxicity %,5.3,10.8,14.6,11.9,26.4,5.7,4.3,7.9
PMI inhibition,-9.7%,-16.3%,-2.0%,27.2%,.,5.4%,-0.3%,-3.2%
Dynein cargo inh,2.55,-0.393,-0.48,0.674,-0.809,0.724,-0.307,-0.358
Dynein cargo inh cytoplasmic EGFP,-0.153,-0.278,-0.306,-0.0826,-0.3,0.0251,-0.192,-0.23
Dynein cargo inh nuclear GR-EGFP,2.15,0.179,-0.634,0.399,-0.0374,0.691,-0.217,-0.581
Dynein cargo inh cell count,-2.22,0.192,-0.0829,0.416,0.101,-0.0224,0.896,-0.209
bCat nuc transl,-1.8,-1.8,1.1,0.8,.,0.1,0.0,3.2
bCat nuc transl cell count 5 µM,970,540,502,1412,.,1024,1059,1294
Yfh1-off respiration,i,i,i,i,i,i,i,i
Insulin prom up,0.46,1.55,-3.92,-0.82,.,0.66,0.09,0.86
Insulin prom up cell count,1622,1194,613,1006,.,967,1067,1446
WT yeast gro inh,13.0,-14.7,42.9,-0.7,.,-2.8,-10.2,51.5
WT yeast gro inh mutant strain,20.5,-2.5,53.2,0.9,.,-9.8,-14.6,9.1
Autophagy mod,i,i,i,i,i,i,i,i
Autophagy mod cell loss 18 h,1.4,3.9,3.6,3.2,-3.3,-17.2,-9.0,-6.6
human PMI inhibition,-4.4%,-13.6%,-11.6%,13.8%,.,3.4%,-2.8%,5.6%

[9] CCCCCCCSc1cc(OC)c(CCNC)cc1OC
[10] CCOC(=O)CN1C(=O)C2(C(C#N)=C(N)Oc3ccccc32)C(C(=O)OC)=C1C (stereo not drawn)
[11] O=C1CC(c2cccnc2)=NN1c1ccccc1
[12] O=C(O)C(O)(c1ccccc1)C1CCCC1 (stereo not drawn)
[13] C=C1C[C@@H]2[C@H](CC[C@]3(C)C(=O)CC[C@@H]23)[C@@]2(C)C=CC(=O)C=C12
[14] O=C(Cc1ccccc1)OCCN1CCOCC1
[15] O=C1/C(=C/c2ccccc2Cl)N2CCC1CC2
[16] CC1(C)CC(n2[nH]c(=O)c3c2NC(=O)CSC3c2ccc(F)cc2)CCO1 (stereo not drawn)
screen / no.,9,10,11,12,13,14,15,16
MT stabilizer,45.8,2.6,2.7,1.9,.,1.9,.,2.9
MT stabilizer Hoechst-high %,4.2,2.0,2.7,0.9,.,3.4,.,1.7
MT stabilizer cytotoxicity %,34.8,4.0,9.9,3.5,.,0.0,.,8.9
PMI inhibition,-7.5%,-10.6%,11.1%,9.5%,-8.7%,-5.6%,.,10.1%
Dynein cargo inh,0.646,0.691,1.94,-0.628,.,-0.64,-1.91,-0.38
Dynein cargo inh cytoplasmic EGFP,2.54,-0.245,-0.243,0.0193,.,-0.274,-0.116,-0.177
Dynein cargo inh nuclear GR-EGFP,1.32,0.337,1.26,-0.224,.,-0.613,-0.579,0.201
Dynein cargo inh cell count,-6.38,0.178,-1.13,0.547,.,0.805,1.14,0.174
bCat nuc transl,1.4,-4.3,-5.4,-0.5,-1.1,-2.7,-0.3,-0.1
bCat nuc transl cell count 5 µM,1365,1256,1132,1158,1053,974,1279,1005
Yfh1-off respiration,i,i,i,i,i,i,i,i
Insulin prom up,-1.86,-0.13,-0.01,1.25,0.12,0.1,0.05,0.25
Insulin prom up cell count,1135,1222,1177,1242,1410,1413,1001,1249
WT yeast gro inh,94.4*,25.9,1.6,0.7,12.9,-20.5,.,0.7
WT yeast gro inh mutant strain,86.7*,23.3,-8.2,-12.4,15.2,-18.3,.,-1.5
Autophagy mod,i,i,i,i,.,i,.,i
Autophagy mod cell loss 18 h,17.2,6.2,3.5,0.1,.,-22.9,.,12.8
human PMI inhibition,-15.0%,-3.9%,3.3%,4.4%,-3.2%,-13.3%,.,3.0%

Bioassay records from PubChem.
